Compound activity as filed in PubChem.
KKLEB tox: reduces viability of KKLEB cystic fibrosis airway cells. KKLEB CF airway cells viability, ATPlite luminescence, overnight; active compounds read low; cells stimulated with P. aeruginosa culture filtrate. activity change (cytotoxicity), % at 5 µM. 0.36% of 360,000 active. AID 602141;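 active = corrected activity change at or below -50% at 5 µM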
TROY signal inh: inhibitors of TROY-dependent NF-kB signaling | inhibition, % at 10 µM | Q293 LMP1-TROYcd NF-kB luciferase reporter, 4 h | 0.98% of 360,000 active | AID 1347056;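 active = compounds whose plate-normalised and pattern-corrected inhibition of the luciferase reporter signal at the single screening dose is 50% or more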
NCOA1 inh: inhibitors of human steroid receptor coactivator 1 (SRC1). 0.12% of 360,000 active. Q15788. HEK293 GAL4-SRC1 luciferase reporter, luminescence. AID 588354. inhibition, % at 3.6 µM;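 active = inhibition above the campaign mean plus 3 SD, with each screening campaign given its own cutoff, cut at about 60% in these data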;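 also: 0% = DMSO treated cells and 100% = gossypol at 36 µM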
EBV LMP1 NFkB: Epstein-Barr LMP1 NF-kappaB reporter inhibition; AID 504558; LMP1-induced NF-kappaB luciferase reporter cells, luminescence; 0.69% of 350,000 active; inhibition, % at 12.5 µM; in the data active = inhibition above about 41%;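 also: 0% = neutral control wells and 100% = reference inhibitor control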
NR5A2 inv ag: NR5A2 inverse agonism in reporter assay; 0.13% of 360,000 active; HEK293T StAR-luciferase reporter, LRH-1 transfected, 24 h; O00482; inhibition, % at 3.6 µM;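 active = inhibition above the mean inhibition of all tested compounds plus 3 SD, cut at about 73% in these data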;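 also: 0% = DMSO wells and 100% = reporter-only cells lacking LRH-1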
NCOA3 inh: human NCOA3 inhibition; Q9Y6Q9; HEK293 GAL4-SRC3 luciferase reporter, luminescence; inhibition, % at 3.6 µM; 0.17% of 360,000 active;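 active = inhibition above a per-campaign cutoff, the mean of all compounds plus 3 SD, cut at about 60% in these data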;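 also: 0% = DMSO-treated cells and 100% = gossypol-treated cells at 36 µM; higher means less SRC3-driven luciferase light from the GAL4 reporter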
Target sequence (Q9Y6Q9 whole entry, looked up, the tested form may be a part): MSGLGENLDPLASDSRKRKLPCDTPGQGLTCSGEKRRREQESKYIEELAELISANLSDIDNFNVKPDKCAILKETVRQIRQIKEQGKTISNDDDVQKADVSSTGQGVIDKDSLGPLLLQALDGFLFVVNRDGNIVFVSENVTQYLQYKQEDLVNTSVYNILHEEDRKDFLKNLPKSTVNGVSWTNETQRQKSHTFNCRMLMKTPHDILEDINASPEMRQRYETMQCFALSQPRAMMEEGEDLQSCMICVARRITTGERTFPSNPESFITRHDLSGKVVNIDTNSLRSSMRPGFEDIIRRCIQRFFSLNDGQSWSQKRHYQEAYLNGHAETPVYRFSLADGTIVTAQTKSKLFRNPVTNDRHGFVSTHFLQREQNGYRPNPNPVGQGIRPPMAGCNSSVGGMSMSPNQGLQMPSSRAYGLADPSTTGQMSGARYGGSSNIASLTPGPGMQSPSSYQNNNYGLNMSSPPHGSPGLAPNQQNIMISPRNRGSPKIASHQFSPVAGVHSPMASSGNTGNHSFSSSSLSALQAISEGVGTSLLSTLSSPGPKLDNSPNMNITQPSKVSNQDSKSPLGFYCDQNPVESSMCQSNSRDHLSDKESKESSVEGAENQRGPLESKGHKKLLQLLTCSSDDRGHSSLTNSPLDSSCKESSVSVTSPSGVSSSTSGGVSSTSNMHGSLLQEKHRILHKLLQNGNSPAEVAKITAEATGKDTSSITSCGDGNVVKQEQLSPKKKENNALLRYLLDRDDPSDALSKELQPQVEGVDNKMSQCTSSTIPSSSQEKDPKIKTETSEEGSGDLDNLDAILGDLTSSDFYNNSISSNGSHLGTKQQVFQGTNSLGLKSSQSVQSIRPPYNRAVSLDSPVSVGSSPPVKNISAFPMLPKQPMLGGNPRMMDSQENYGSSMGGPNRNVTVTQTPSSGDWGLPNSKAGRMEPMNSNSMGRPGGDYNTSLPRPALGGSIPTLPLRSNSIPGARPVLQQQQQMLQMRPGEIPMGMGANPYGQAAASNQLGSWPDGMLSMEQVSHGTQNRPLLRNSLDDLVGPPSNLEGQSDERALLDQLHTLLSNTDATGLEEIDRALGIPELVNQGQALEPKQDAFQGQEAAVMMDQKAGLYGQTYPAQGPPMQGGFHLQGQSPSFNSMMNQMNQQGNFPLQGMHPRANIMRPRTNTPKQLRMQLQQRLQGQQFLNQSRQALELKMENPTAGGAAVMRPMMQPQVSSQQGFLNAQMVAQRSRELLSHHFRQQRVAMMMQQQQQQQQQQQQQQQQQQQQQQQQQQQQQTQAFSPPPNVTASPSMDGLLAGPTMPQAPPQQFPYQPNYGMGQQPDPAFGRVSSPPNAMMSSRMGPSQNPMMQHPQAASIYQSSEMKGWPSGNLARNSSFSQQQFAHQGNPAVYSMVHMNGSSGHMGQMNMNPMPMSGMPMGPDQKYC
C8 TRAIL sens: caspase-8 TRAIL sensitization; NB7+C8 cells + TRAIL, ATPlite viability luminescence; inhibition (viability loss, TRAIL sensitization), % at 10 µM; 1% of 360,000 active;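 active = compounds causing at least 50% loss of cell viability in the single-dose screen, relative to plate controls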
NR2F2 inh: blocks human COUP-TFII nuclear receptor; P24468; HEK293T NGFI-A luciferase reporter, luminescence; inhibition, % at 8.6 µM; 0.7% of 370,000 active; AID 686940;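 active = inhibition above a per-plate cutoff, mean inhibition of test wells between control levels plus 3 SD, cut at about 38% in these data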;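 also: cells cotransfected with COUP-TFII expression vector driving the NGFI-A reporter; 0% = median of COUP-TF2 test wells and 100% = reporter-only cells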
SRC2 inh: human SRC2 (NCOA2) inhibition | Q15596 | HEK293 GAL4-SRC2 luciferase reporter, luminescence | inhibition, % at 9 µM | 0.17% of 370,000 active | AID 651957;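 active = inhibition above the mean inhibition of all tested compounds plus 3 SD, set per campaign, cut at about 52% in these data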;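 also: 0% = DMSO treated cells and 100% = cells given Gossypol at 36 µM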
TWEAK-Fn14 inh: inhibitors of TWEAK-Fn14 interaction signaling. inhibition, % at 10 µM. 2% of 360,000 active. AID 1159606. TWEAK-stimulated Fn14 reporter cells, luciferase luminescence, 8 h; in the data active = inhibition above about 50%
CF NFkB block: blocks PAF-induced NF-kB reporter in cystic fibrosis cells. KKLEB NF-kB-GFP reporter, GFP fluorescence overnight. inhibition, % at 5 µM. 0.86% of 360,000 active. AID 588850;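 active = at least 50% inhibition at 5 µM, scaled per plate between neutral and stimulator controls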;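 also: PAF is a Pseudomonas aeruginosa culture filtrate used as stimulus; plate controls were PAF-stimulated DMSO wells for no effect and unstimulated DMSO wells for full effect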
An asterisk follows results filed as active.

CSc1ccccc1NC(=O)Nc1ccc(Cl)cc1 was read as KKLEB tox -2, TROY signal inh -25, NCOA1 inh -15, EBV LMP1 NFkB 7, NR5A2 inv ag -32, NCOA3 inh -50, C8 TRAIL sens 23, NR2F2 inh -4, SRC2 inh -17, TWEAK-Fn14 inh -11 and CF NFkB block -25.
For COc1ccc(NC(=O)CN2CCN(c3ccc(F)cc3)CC2)cc1Cl the results were KKLEB tox -2, TROY signal inh 9, NCOA1 inh -6, EBV LMP1 NFkB 7, NR5A2 inv ag 41, NCOA3 inh 2, C8 TRAIL sens -3, NR2F2 inh -6, SRC2 inh 2, TWEAK-Fn14 inh -10 and CF NFkB block 3.
Screening CC(C)[C@H]1COCCS(=O)(=O)N1Cc1ccccc1 returned KKLEB tox -4, TROY signal inh -6, NCOA1 inh -15, EBV LMP1 NFkB 5, NR5A2 inv ag -1, NCOA3 inh -11, C8 TRAIL sens 5, NR2F2 inh 9, SRC2 inh 11, TWEAK-Fn14 inh 2 and CF NFkB block -5.
For C/C(Cn1nnc([N+](=O)[O-])n1)=N\NC(=O)c1ccc(O)cc1 the results were KKLEB tox 8, TROY signal inh -11, NCOA1 inh -28, EBV LMP1 NFkB -16, NR5A2 inv ag -32, NCOA3 inh -31, C8 TRAIL sens 57*, NR2F2 inh -50, SRC2 inh -57, TWEAK-Fn14 inh 2 and CF NFkB block 5.
For CS(=O)(=O)N1N=C(c2ccc(Cl)cc2)CC1c1cccs1 (configuration not stated) the results were KKLEB tox 0, TROY signal inh -53, NCOA1 inh -58, EBV LMP1 NFkB -12, NR5A2 inv ag -37, NCOA3 inh -48, C8 TRAIL sens -5, NR2F2 inh -42, SRC2 inh -14, TWEAK-Fn14 inh -8 and CF NFkB block 2.
Screening COc1ccc(F)cc1S(=O)(=O)NC1CCCC1 returned KKLEB tox -6, TROY signal inh 6, NCOA1 inh -8, EBV LMP1 NFkB -3, NR5A2 inv ag -2, NCOA3 inh 6, C8 TRAIL sens 1, TWEAK-Fn14 inh -13 and CF NFkB block -3.
Screening CCn1c(-c2csc3ccccc23)n[nH]c1=S returned KKLEB tox -2, TROY signal inh -1, NCOA1 inh -15, EBV LMP1 NFkB 3, NR5A2 inv ag 2, NCOA3 inh 8, C8 TRAIL sens 1, NR2F2 inh -11, SRC2 inh -3, TWEAK-Fn14 inh 11 and CF NFkB block -4.
`CCOC(=O)c1c(NC(=O)COC)sc(C(C)=O)c1C` gave KKLEB tox 1, TROY signal inh 0, NCOA1 inh -9, EBV LMP1 NFkB -3, NR5A2 inv ag -6, NCOA3 inh -9, C8 TRAIL sens -6, NR2F2 inh -17, SRC2 inh 6, TWEAK-Fn14 inh 4 and CF NFkB block -2.
For O=C(c1nc2ccccc2s1)N1CCSCC1 the results were KKLEB tox -7, TROY signal inh 1, NCOA1 inh -42, EBV LMP1 NFkB -17, NR5A2 inv ag -23, NCOA3 inh -15, C8 TRAIL sens -4, NR2F2 inh -35, SRC2 inh -23, TWEAK-Fn14 inh 3 and CF NFkB block 14.
Screening OC(CNC1Cc2ccccc2C1)c1ccccc1 (configuration not stated) returned KKLEB tox -12, TROY signal inh -8, NCOA1 inh -45, EBV LMP1 NFkB 4, NR5A2 inv ag 2, NCOA3 inh -25, C8 TRAIL sens -36, TWEAK-Fn14 inh -21 and CF NFkB block -1.
For c1ccc2c(c1)ccc1[nH]c3c(c12)CCCC3 the results were KKLEB tox -2, TROY signal inh -27, NCOA1 inh -39, EBV LMP1 NFkB -16, NR5A2 inv ag -21, NCOA3 inh -118, C8 TRAIL sens -2, NR2F2 inh -17, SRC2 inh 11, TWEAK-Fn14 inh -59 and CF NFkB block -46.
`c1ccc(-c2nnnn2-c2ccccc2)cc1` gave KKLEB tox -6, TROY signal inh -8, NCOA1 inh -17, EBV LMP1 NFkB -2, NR5A2 inv ag 7, NCOA3 inh -9, C8 TRAIL sens -10, NR2F2 inh 5, SRC2 inh -8, TWEAK-Fn14 inh -4 and CF NFkB block -4.

Arranged by count of non-hydrogen atoms (low to high): three of the compounds above.
Screening CCn1c(-c2csc3ccccc23)n[nH]c1=S returned KKLEB tox -2, TROY signal inh -1, NCOA1 inh -15, EBV LMP1 NFkB 3, NR5A2 inv ag 2, NCOA3 inh 8, C8 TRAIL sens 1, NR2F2 inh -11, SRC2 inh -3, TWEAK-Fn14 inh 11 and CF NFkB block -4.
Screening COc1ccc(F)cc1S(=O)(=O)NC1CCCC1 returned KKLEB tox -6, TROY signal inh 6, NCOA1 inh -8, EBV LMP1 NFkB -3, NR5A2 inv ag -2, NCOA3 inh 6, C8 TRAIL sens 1, TWEAK-Fn14 inh -13 and CF NFkB block -3.
Screening CC(C)[C@H]1COCCS(=O)(=O)N1Cc1ccccc1 returned KKLEB tox -4, TROY signal inh -6, NCOA1 inh -15, EBV LMP1 NFkB 5, NR5A2 inv ag -1, NCOA3 inh -11, C8 TRAIL sens 5, NR2F2 inh 9, SRC2 inh 11, TWEAK-Fn14 inh 2 and CF NFkB block -5.

(further entries)
Screening Cc1ccc(C(=O)NN2C(=O)C3C(C2=O)C2C=CC3C23CC3)cc1 (configuration not stated) returned KKLEB tox 24, TROY signal inh 0, NCOA1 inh -26, EBV LMP1 NFkB 0, NR5A2 inv ag 20, NCOA3 inh 4, C8 TRAIL sens 0, NR2F2 inh -2, SRC2 inh 11, TWEAK-Fn14 inh 0 and CF NFkB block -6.
Screening Cc1[nH]n(-c2ccccc2)c(=O)c1/C=N/O returned KKLEB tox 3, TROY signal inh 3, NCOA1 inh 3, EBV LMP1 NFkB 5, NR5A2 inv ag 16, NCOA3 inh 19, C8 TRAIL sens 1, NR2F2 inh -8, SRC2 inh -10, TWEAK-Fn14 inh 16 and CF NFkB block 13.
For O=c1[nH][nH]c2c1[C@H](c1ccc(F)cc1)O[C@H](CCC(F)(F)F)C2 the results were TROY signal inh 6, NR5A2 inv ag 17, C8 TRAIL sens -19, NR2F2 inh -6, SRC2 inh 22 and TWEAK-Fn14 inh 12.
For COc1ccc(NC(=O)c2cc(C3CC3)on2)c(OC)c1 the results were KKLEB tox -7, TROY signal inh -44, NCOA1 inh -60, EBV LMP1 NFkB -34, NR5A2 inv ag -75, NCOA3 inh -73, C8 TRAIL sens 17, NR2F2 inh -25, SRC2 inh -22, TWEAK-Fn14 inh -15 and CF NFkB block 9.
For CCOC(=O)N1CCN(CCC(=O)Nc2ccc(OC)cc2OC)CC1 the results were KKLEB tox 3, TROY signal inh 10, NCOA1 inh -12, EBV LMP1 NFkB 0, NR5A2 inv ag -1, NCOA3 inh 6, C8 TRAIL sens 6, NR2F2 inh -3, SRC2 inh 2, TWEAK-Fn14 inh 1 and CF NFkB block -11.
Screening COc1ccc(NC(=O)CSc2nc3ccncc3[nH]2)c(OC)c1 returned KKLEB tox 6, TROY signal inh -1, NCOA1 inh 4, EBV LMP1 NFkB 5, NR5A2 inv ag 12, NCOA3 inh 9, C8 TRAIL sens -12, NR2F2 inh 8, SRC2 inh 14, TWEAK-Fn14 inh -2 and CF NFkB block -21.
CC(C)(CO)Nc1nc(N2CCCC2)nc(N2CCCC2)n1 was read as KKLEB tox -6, TROY signal inh 12, NCOA1 inh 3, EBV LMP1 NFkB 0, NR5A2 inv ag -2, NCOA3 inh -2, C8 TRAIL sens -20, NR2F2 inh -4, SRC2 inh 6, TWEAK-Fn14 inh -1 and CF NFkB block 9.
For O=C(Nc1cccnc1)c1cc(-c2ccc(Br)cc2)nc2ccccc12 the results were KKLEB tox -2, TROY signal inh 20, NCOA1 inh 1, EBV LMP1 NFkB -15, NR5A2 inv ag -4, NCOA3 inh 1, C8 TRAIL sens -16, NR2F2 inh 9, SRC2 inh -7, TWEAK-Fn14 inh 0 and CF NFkB block -30.
O=C(CCNC(=O)c1ccc(Br)cc1)Nc1ncccc1O was read as KKLEB tox -6, TROY signal inh -7, NCOA1 inh 9, EBV LMP1 NFkB -3, NR5A2 inv ag -7, NCOA3 inh 24, C8 TRAIL sens 3, NR2F2 inh -11, SRC2 inh -11, TWEAK-Fn14 inh 2 and CF NFkB block -9.
`CCCCN(C(=O)c1ccc(N2C(=O)c3ccccc3C2=O)cc1)c1c(N)n(CC(C)C)c(=O)[nH]c1=O` gave KKLEB tox 12, TROY signal inh -2, NCOA1 inh 7, EBV LMP1 NFkB -2, NR5A2 inv ag -6, NCOA3 inh 0, C8 TRAIL sens 4, NR2F2 inh 16, SRC2 inh 4, TWEAK-Fn14 inh 3 and CF NFkB block 9.
For COc1ccc(CCN2CC(C(=O)N(C)CC(=O)Nc3cccc(F)c3)CC2=O)cc1OC (configuration not stated) the results were KKLEB tox 3, TROY signal inh -1, NCOA1 inh -5, EBV LMP1 NFkB 3, NR5A2 inv ag -4, NCOA3 inh -4, C8 TRAIL sens -3, NR2F2 inh 3, SRC2 inh 10, TWEAK-Fn14 inh 0 and CF NFkB block -8.
`O=C(OCc1nc2ccccc2[n+]([O-])c1C(=O)c1ccccc1)c1ccco1` gave KKLEB tox 4, TROY signal inh -14, NCOA1 inh -19, EBV LMP1 NFkB 0, NR5A2 inv ag -13, NCOA3 inh 8, C8 TRAIL sens -6, NR2F2 inh 13, SRC2 inh -3, TWEAK-Fn14 inh 8 and CF NFkB block -4.
Screening CC(C)CC(=O)Nc1ccc(S(=O)(=O)Nc2nccs2)cc1 returned KKLEB tox 0, TROY signal inh 5, NCOA1 inh -5, EBV LMP1 NFkB 5, NR5A2 inv ag 10, NCOA3 inh -7, C8 TRAIL sens 0, NR2F2 inh -9, SRC2 inh 8, TWEAK-Fn14 inh 10 and CF NFkB block 13.
CCCCn1c(SCC(=O)NCc2ccco2)nc2ccccc2c1=O was read as KKLEB tox 1, TROY signal inh 7, NCOA1 inh -8, EBV LMP1 NFkB -5, NR5A2 inv ag 12, NCOA3 inh 6, C8 TRAIL sens 0, NR2F2 inh 12, SRC2 inh -13, TWEAK-Fn14 inh 15 and CF NFkB block -8.
For CC(C)(C)c1cc(C2=CSC3=NCCN23)cc(C(C)(C)C)c1O the results were KKLEB tox 2, TROY signal inh -17, NCOA1 inh -11, EBV LMP1 NFkB -12, NR5A2 inv ag 10, NCOA3 inh -7, C8 TRAIL sens -3, TWEAK-Fn14 inh 9 and CF NFkB block -14.
Screening Cn1cc(CN2CCC(n3nccc3NC(=O)CCc3ccccc3)CC2)cn1 returned KKLEB tox -20, TROY signal inh -25, NCOA1 inh 3, EBV LMP1 NFkB -4, NR5A2 inv ag -4, NCOA3 inh 10, C8 TRAIL sens -9, NR2F2 inh 8, SRC2 inh 2, TWEAK-Fn14 inh -3 and CF NFkB block 15.
`CC12CCC(C3NC(=S)NN=C31)C2(C)C` (configuration not stated) gave KKLEB tox -7, TROY signal inh -11, NCOA1 inh 4, EBV LMP1 NFkB 4, NR5A2 inv ag 6, NCOA3 inh 5, C8 TRAIL sens 2, NR2F2 inh 2, SRC2 inh 9, TWEAK-Fn14 inh -4 and CF NFkB block 1.

Rows are unselected (roughly 4.2% active in at least one column).
